Source: PubChem (several laboratories)
NOD2 inhibition: NOD2 signaling inhibitors, cell-based, luminescence, uHTS, HEK293 (AID 1566); inhibition, % at 4 µM, or EC50 in µM where a hit was titrated; HEK293 NOD2/NF-kB luciferase reporter, luminescence; higher % means a stronger effect; 290,000 compounds, 0.63% hits; further: many of its hits are not listed in these tables
HIV fusion peptide: inhibitors of HIV fusion peptide binding, primary screen, biochemical, uHTS, fluorescence dequenching (AID 1986); cell-free peptide binding, fluorescence dequenching, 30 min; higher % means a stronger effect; inhibition, % at 20 µM; hits with a dose series show IC50 in µM; 290,000 compounds, 0.3% hits; in the data active means inhibition mostly above about 52%, no sharp cut-off; inactive means mostly below about 76%; further: some results filed as inactive read as strong as hits
GPR55 beta-arrestin: GPR55 agonists via beta-arrestin recruitment, primary screen, imaging, U2OS cells, beta-arrestin-GFP redistribution (AID 1961); G-protein coupled receptor 55 (Homo sapiens); U2OS GPR55 beta-arrestin-GFP redistribution imaging; higher % means a stronger effect; activation, % at 10 µM, or EC50 in µM where a hit was titrated; 290,000 compounds, 0.048% hits;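 active means activation above 40% with more than 50 cells counted in the well; inconclusive means wells holding fewer than 50 cells, flagged as toxic or sparse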;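 further: U2OS osteosarcoma cells stably expressing GPR55 and beta-arrestin-GFP; plate controls were DMSO negative control for no effect and LPI positive control for full effect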
NOD1 inhibition: NOD1 signaling inhibitors, primary screen, cell-based, luminescence, uHTS (AID 1578) | NOD1-driven NF-kB luciferase reporter cells, luminescence; higher % means a stronger effect | inhibition, % at 4 µM, or EC50 in µM where a hit was titrated | 290,000 compounds, 1% hits; in the data active means inhibition mostly above about 36%, no sharp cut-off; inactive means mostly below about 34%;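 further: HEK-293T reporter cells stimulated with the NOD1 agonist gamma-tri-DAP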
KOR beta-arrestin-1: KOR agonists, beta-arrestin recruitment, primary screen, cell-based, luminescence, uHTS (AID 1777) | 280,000 compounds, 0.02% hits | one-dose activation, % at 10 µM; EC50 in µM for titrated hits | KOR beta-arrestin recruitment, luminescence; higher % means a stronger effect; in the data active means activation above about 50%, passing the limit was not always enough; further: a part of the inactive calls stands beside numbers as strong as those of hits
MgcRacGAP inhibition: MgcRacGAP GTPase-activating activity inhibitors, confirmation, biochemical, ADP Hunter fluorescence; MgcRacGAP-stimulated Rac1 GTP hydrolysis, ADP Hunter fluorescence; higher % means a stronger effect; GST-tagged Rac1 F28L mutant substrate; one-dose inhibition, % at 30 µM; IC50 in µM for titrated hits; 340,000 compounds, 0.6% hits; AID 624330, 2012;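 active means first-screen hits whose inhibition reached a set limit at any dose in the follow-up dose series; inconclusive means inhibition above the set first-screen limit but never retested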;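 further: fluorescence reports GDP produced by GAP-driven GTP hydrolysis; strong numbers were not always called active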
GPR55 antagonists: GPR55 antagonists blocking LPI-driven arrestin recruitment, primary screen, imaging, U2OS, beta-arrestin-GFP, LPI agonist (AID 2013); G-protein coupled receptor 55 (Homo sapiens); U2OS GPR55 beta-arrestin-GFP translocation imaging, LPI antagonism; higher % means a stronger effect; inhibition, % at 10 µM, or IC50 in µM where a hit was titrated; 290,000 compounds, 0.13% hits;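 active means spots per cell inhibited over 60%, with over 100 cells counted and total cytoplasm intensity under 500,000; inconclusive means wells with under 100 cells, flagged as likely toxic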;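 further: U2OS cells stably carrying GPR55 and arrestin-GFP stimulated by 5 µM LPI near EC80; imaged beta-arrestin-GFP aggregate spots per cell after agonist stimulation; plate controls were LPI-stimulated DMSO wells for no effect and DMSO wells without LPI for full effect; some results filed as inactive read as strong as hits; confirmed hits need IC50 under 10 µM and bright autofluorescent wells are also inconclusive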
KOR beta-arrestin-2: KOR antagonists, beta-arrestin recruitment, cell-based, luminescence, uHTS (AID 1778); Kappa-type opioid receptor (Homo sapiens); KOR beta-arrestin recruitment, luminescence, antagonist mode; higher % means a stronger effect; one-dose inhibition, % at 10 µM; IC50 in µM for titrated hits; 290,000 compounds, 0.091% hits; further: strong numbers were not always called active
SV40 large T antigen: SV40 large T antigen inhibitors, biochemical (AID 1903); one-dose inhibition, % at 20 µM; IC50 in µM for titrated hits; SV40 large T antigen ATPase/helicase inhibition assay; higher % means a stronger effect; 310,000 compounds, 0.39% hits; in the data active means a potency from the dose series; inconclusive means inhibition mostly from about 32% at the one dose, without a potency; inactive means the rest, 99 in 100 with inhibition below about 32%; further: strong numbers were not always called active
* hit, by the source's call; ? = inconclusive; . = no result given; [ ] = dose if it differs, or a comment. Unless noted, no stated cut-off is given here; in the data, active means inhibition above about 50%; inactive means the rest.

SMILES	NOD2 inhibition	HIV fusion peptide	GPR55 beta-arrestin	NOD1 inhibition	KOR beta-arrestin-1	MgcRacGAP inhibition	GPR55 antagonists	KOR beta-arrestin-2	SV40 large T antigen
COc1ccc(-c2cc(=O)c3cc(F)ccc3[nH]2)cc1	-9%	0.5%	-0.3%	-36%	-1.5%	8%	2%	-34%	12%
Cc1ccc(NC(=O)[C@H](NC(=O)[C@@H]2Cc3ccccc3CN2)c2ccccc2)cc1C	2%	0.4%	0.3%	-19%	3.6%	10%	3%	-6%	1%
CCOC(=O)[C@@H]1[C@H]2COc3cc(OC)ccc3[C@@H]2N2C(=O)N(c3ccc(C(F)(F)F)cc3)C(=O)[C@@]12C	10%	1.4%	0.0%	-12%	-2.7%	6%	2%	-8%[20 µM]	5%
O=C(Nc1ccccc1F)NC1CC1	2%	-0.3%	-0.2%	-45%	-1.8%	11%	-2%	19%	18%
O=C1c2oc3ccccc3c(=O)c2C(c2ccc(O)cc2)N1c1nccs1 (configuration not stated)	8%	-0.3%	0.2%	-11%	-0.9%	-1%	13%	8%	13%
COc1cccc(OC)c1C(=O)Nc1nnc(C(C)C)s1	3%	-1.1%	-0.1%	-25%	5.1%	7%	-9%	-10%	-9%
C=CCSc1n[nH]c(-c2ccc(OCCC)cc2)n1	-85%	-1.3%	-0.1%	-37%	0.0%	7%	-6%	8%	-3%
COc1ccc(OC)c(NC(=S)NCC(c2cccnc2)N2CCOCC2)c1 (configuration not stated)	10%	-0.9%	0.7%	-23%	1.8%	0%	-3%	-42%	12%
Cc1ccc(-n2cc3c(-c4cccc(Br)c4)nnc(C)c3n2)cc1	5%	-3.3%	-0.4%	-16%	1.6%	13%	2.2µM*	15%	1%
CCCN1Cc2cccc(C(=O)Nc3ccc(S(=O)(=O)N4CCCCCC4)cc3)c2C1=O	-14%	0.8%	-0.1%	-89%	-1.0%	0%	8%	9%	11%
Cc1cccc(OCC(=O)NC(Cc2c[nH]c3ccccc23)C(=O)O)c1C (configuration not stated)	8%	16%	-0.4%	-4%	-0.6%	8%	2%	6%	9%
OCCn1c(SC2CCCCC2)nc2ccccc21	2%	0.9%	-0.1%	-11%	-3.7%	8%	2%	22%	13%
CC(NCCCOc1cccc2ccccc12)c1ccccc1 (configuration not stated)	-12%	-0.9%	0.8%	-19%	-5.3%	161µM*	19%	-70%[20 µM]	7%
CC1(C)CC(=O)C=C(C(=O)N2CCCC(C(=O)c3cccc(Cl)c3)C2)O1 (configuration not stated)	13%	-2.0%	0.4%	-6%	.	3%	8%	-28%[20 µM]	11%
S=C1NC2CCCCC2N1 (configuration not stated)	15%	-0.3%	-0.3%	-28%	-1.2%	-1%	-2%	4%	12%
Cc1ccc(NC(=S)N2CCN(S(=O)(=O)c3ccccc3)CC2)cc1C	-7%	-0.4%	-0.1%	-21%	0.1%	8%	-6%	21%	12%
Cc1cccc(Sc2nc(-c3ccccc3)ccc2C#N)c1	-7%	-3.5%	-0.2%	.	-3.6%	9%	11%	27%	-3%
C=CCOCCN(CC)CC	20%	-0.2%	-0.1%	2%	-0.4%	7%	7%	20%	6%
O=C1COc2ccc(N3C(=O)c4ccccc4C3=O)cc2N1	14%	-1.7%	0.2%	-22%	-4.0%	.	3%	2%	11%
CCC(CC)C(=O)Nc1cc(C)c2c(=O)oc3ccccc3c2n1	9%	-2.1%	0.2%	34%	3.3%	5%	3%	11%	6%
COc1cccc(NC(=O)n2ncc3c(C)cccc32)c1	-139%	-2.3%	0.0%	5%	18%	12%	7%	34%	9%
C=CCSc1nc(NC)c2sccc2n1	2%	4.2%	0.2%	25%	2.4%	3%	-12%	-11%	22%
Cc1ccc(Nc2nc3ccccc3c(=O)s2)cc1C	0%	0.7%	-0.5%	39%	-0.5%	1%	-1%	-26%	5%
CCn1cc(S(=O)(=O)CC(=O)Nc2ccc(C)cc2)c2ccccc21	-15%	2.4%	-0.2%	0%	2.7%	10%	12%	-22%	4%
COc1cccc(-c2csc(NC(C)=O)n2)c1	-46%	-2.6%	-0.2%	-29%	-2.1%	12%	9%	-9%	3%
COc1cc(/C=N/O)ccc1Oc1cnccn1	9%	-1.0%	-0.1%	1%	-2.8%	.	2%	24%	1%
Cc1cccc(C(=O)N[C@H](C(=O)Nc2nccs2)C(C)C)c1	-11%	1.6%	0.3%	-7%	-1.5%	8%	3%	-49%	-1%
COc1cc(/C=N/NC(=O)c2cc(C34CC5CC(CC(C5)C3)C4)[nH]n2)ccc1O	-5%	-2.6%	0.5%	-49%	-4.4%	?	2.7µM*	-5%	28%
Cc1cc(O)c(/C=N/c2ccccn2)c(=O)o1	-3%	27%	0.3%	.	3.2%	10%	0%	-24%	12%
O=C(NCCCCCNC(=O)c1ccccn1)c1ccccn1	14%	-0.3%	-0.1%	-6%	-3.6%	1%	-8%	10%	-1%
O=C(Cn1cnc2c(nnn2Cc2ccc(F)cc2)c1=O)Nc1ccccc1	21%	1.7%	-0.3%	8%	-2.3%	-5%	-14%	16%	9%
O=C1NC(=Nc2cccc(O)c2)S/C1=C\c1cccnc1	-22%	-2.2%	-0.3%	-5%	1.8%	5%	7%	-3%	9%
CC1CCCCN1C(=S)NC(=O)c1cccs1 (configuration not stated)	7%	-0.3%	0.0%	-4%	-2.0%	10%	12%	16%	21%
O=C1CSc2ccccc2N1Cc1ccc(F)cc1	4%	-1.6%	0.2%	-14%	5.5%	2%	-11%	-26%	3%
CN(C)CCNC(=O)c1cc(Sc2ccc(F)cc2)nc2ccccc12	-106%	-1.8%	0.3%	-9%	-4.4%	.	16%	2%	-3%
CCc1ccc(S(=O)(=O)Nc2ccc(O)c3c(=O)cc(-c4ccccc4Cl)oc23)cc1	4%	1.2%	0.0%	0%	0.2%	1%	39%	19%	14%
O=C(Nc1ccc(Cl)cc1)N1CCC(c2ccccc2)C1 (configuration not stated)	-108%	-0.9%	-0.3%	-39%	3.8%	15%	-3%	-9%	11%
Cc1cccc(NC(=S)NC(=O)c2ccc(-c3ccccc3)cc2)n1	-43%	3.4%	-0.2%	-7%	-0.6%	-5%	10%	-30%	7%
Nc1n[nH]c(N)c1N=Nc1ccc(Cl)cc1	-15%	-1.6%	0.3%	18%	1.8%	26%	9%	-12%	24%
COc1ccccc1CSc1nc2c(c(=O)n(C)c(=O)n2C)n1C	13%	1.2%	-0.1%	-4%	-1.6%	4%	7%	30%	.

Retrieved by compound from above:
SMILES	NOD2 inhibition	HIV fusion peptide	GPR55 beta-arrestin	NOD1 inhibition	KOR beta-arrestin-1	MgcRacGAP inhibition	GPR55 antagonists	KOR beta-arrestin-2	SV40 large T antigen
O=C(Cn1cnc2c(nnn2Cc2ccc(F)cc2)c1=O)Nc1ccccc1	21%	1.7%	-0.3%	8%	-2.3%	-5%	-14%	16%	9%
Nc1n[nH]c(N)c1N=Nc1ccc(Cl)cc1	-15%	-1.6%	0.3%	18%	1.8%	26%	9%	-12%	24%
COc1ccccc1CSc1nc2c(c(=O)n(C)c(=O)n2C)n1C	13%	1.2%	-0.1%	-4%	-1.6%	4%	7%	30%	.
CC1CCCCN1C(=S)NC(=O)c1cccs1 (configuration not stated)	7%	-0.3%	0.0%	-4%	-2.0%	10%	12%	16%	21%
O=C(Nc1ccc(Cl)cc1)N1CCC(c2ccccc2)C1 (configuration not stated)	-108%	-0.9%	-0.3%	-39%	3.8%	15%	-3%	-9%	11%
O=C1NC(=Nc2cccc(O)c2)S/C1=C\c1cccnc1	-22%	-2.2%	-0.3%	-5%	1.8%	5%	7%	-3%	9%

Next structures follow.
SMILES	NOD2 inhibition	HIV fusion peptide	GPR55 beta-arrestin	NOD1 inhibition	KOR beta-arrestin-1	MgcRacGAP inhibition	GPR55 antagonists	KOR beta-arrestin-2	SV40 large T antigen
Cn1c(=N)n(CC(=O)c2ccc(Br)s2)c2ccccc21	-120%	3.6%	-0.1%	-89%	-5.3%	3%	4%	-15%	12%
Cc1cc(C)c2c(=O)[nH]cnc2n1	19%	0.2%	0.3%	-21%	-2.1%	-11%	-6%	4%	7%
CC(=O)C1=C(c2ccccc2)OC(N)=C(C#N)C1c1ccc(O)cc1 (configuration not stated)	-2%	8.3%	1.6%	-18%	0.0%	8%	4%	2%	12%
C=CCN(CC(O)c1cccc([N+](=O)[O-])c1)C(C)CCc1ccccc1 (configuration not stated)	9%	0.1%	-0.1%	-8%	9.0%	3%	-2%	2%	10%
COc1ccccc1OCCOCCOc1ccccc1Cl	12%	-2.5%	0.3%	-23%	-0.8%	9%	8%	6%	0%
c1ccc2c(c1)OCc1cn[nH]c1-2	8%	-2.1%	0.2%	-4%	1.4%	14%	-10%	22%	11%
COc1cccc(NC(=O)CSc2nnc(Cn3nnc4ccccc43)n2C)c1	1%	1.4%	0.2%	-5%	5.1%	11%	-5%	-7%	0%
Cc1ccc(NC(=O)C2CC(=O)N/C(=N/N=C/c3ccco3)S2)cc1 (configuration not stated)	6%	6.3%	0.2%	-24%	2.0%	4%	17%	-8%	1%
C=CCNC(=O)/C(C#N)=C/c1ccc(C(=O)O)cc1	2%	0.7%	-0.6%	-32%	-0.8%	6%	5%	8%	4%
c1ccn2c(SCc3cn4ccsc4n3)nnc2c1	-25%	-3.2%	-0.3%	-21%	-5.0%	2%	-14%	2%	3%
Cc1ccc(S(=O)(=O)N(C)C)cc1NC(=O)COC(=O)/C=C/c1cnc2ccccc2n1	.	-1.4%	0.4%	.	-3.3%	-2%	13%	38%	7%
COc1ccc(S(=O)(=O)N(CC(=O)NN=C2CCN(C)CC2)c2ccc(C)cc2)cc1OC	-1%	1.4%	-0.1%	-17%	-0.9%	8%	-2%	25%	12%
S=C(NCc1ccco1)N1CCN(Cc2ccco2)CC1	16%	-2.2%	-0.1%	-6%	1.6%	31%	22%	1%	6%
CCCNC(=S)Nc1ccc(CC(=O)OC)cc1	-4%	-2.2%	-0.2%	-18%	-3.3%	5%	4%	3%	17%
Cc1nn(Cc2ccc(C(=O)NC(C)(C)C)o2)c(C)c1Br	22%	4.4%	-0.1%	8%	5.4%	15%	5%	-7%	-2%
c1ccc(CC2CCN(Cc3nc(-c4ccccc4)no3)CC2)cc1	-6%	3.1%	-0.1%	-30%	-1.7%	11%	3%	33%	5%

Not all compounds are listed; rates above refer to the full screens.
